STEP inh: blocks human striatal-enriched tyrosine phosphatase. P54829. recombinant STEP, OMFP fluorogenic substrate, fluorescence. inhibition, % at 20 µM. 360,000 compounds, 0.25% hits. AID 588621;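 active = inhibition at 20 µM, scaled per plate between control wells, above about 37%, limit read from the data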;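 note: 0% = DMSO with enzyme and substrate and 100% = substrate only without enzyme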
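System: STEP (striatal-enriched tyrosine phosphatase) enzyme, cell-free; medium: Bis-Tris pH 6.0 buffer with DTT, detergent; dosing: 20 µM, 1% DMSO; times: reaction 20 min, ambient temperature; detection: fluorescence, 480/540 nm; read-out basis: normalized % inhibition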
NadD inh: inhibitors of Staphylococcus aureus NadD; purified NadD enzyme, colorimetric absorbance read-out; inhibition, % at 20 µM; 360,000 compounds, 0.78% hits; AID 602399; in the data active = inhibition above about 26%; note: some compounds past the cut are filed as inactive
Rpn11 inh: inhibitors of human proteasome Rpn11; AID 588493; calls only at 20 µM; O00487; human 26S proteasome, Ub4-pepOG fluorescence polarization; 20S core pre-blocked with epoxomicin; 360,000 compounds, 0.59% hits;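 active = inhibition at 20 µM, scaled to each plate's controls, above about 33%, limit read from the data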
Scp1 inh: inhibitors of human Scp-1 phosphatase; Q9GZU7; Recombinant Scp1, phosphopeptide, malachite green phosphate absorbance; inhibition, % at 20 µM; 340,000 compounds, 0.88% hits;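 active = inhibition above about 50% at 20 µM, limit read from the data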;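 note: plate controls were DMSO wells with enzyme for no effect and wells lacking enzyme for full effect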
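System: SCP-1 catalytic domain; Reagent: Phospho 17-mer peptide substrate; Doses: one concentration, 20 µM, with 1.0% DMSO; Incubation: 45 min room-temperature reaction, 5 min colour, 30 min stabiliser; Signal: Phosphate-binding colour reagent, absorbance read at 630 nm.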
SUMO1-SIM PPI: alters human SUMO1 binding to SIM partners; P63165; inhibition, % at 20 µM; SUMO1 binding to a labelled peptide, TR-FRET, 1 h; 360,000 compounds, 0.33% hits; AID 602429; in the data active = inhibition above about 37%
Tb MetRS inh: Trypanosoma brucei MetRS inhibition | 360,000 compounds, 0.4% hits | purified T. brucei MetRS, ATP depletion, Kinase-Glo luminescence | inhibition, % at 11.9 µM;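 active = inhibition above a per-plate cutoff of the control wells' mean inhibition plus 3 SD, cut at about 5.5% in these data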;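 note: 0% = DMSO wells median and 100% = median of wells with control inhibitor compound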
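Test system: purified T. brucei MetRS enzyme. Also added: ATP, methionine and E. coli bulk tRNA substrates. Compound: 11.9 µM single point. Schedule: 15 min enzyme-compound preincubation, 2 h reaction, 10 min detection, 25 °C. Signal: luciferase luminescence of residual ATP, Kinase-Glo. Evaluation: percent inhibition versus plate control medians. Controls: DMSO wells, low control.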
LMPTP inh: blocks human LMPTP phosphatase; 360,000 compounds, 0.22% hits; recombinant LMPTP-A, OMFP fluorogenic substrate, fluorescence intensity; AID 651560; inhibition, % at 20 µM; P24666;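 active = compounds that cut the enzyme signal by at least half of the control window in the single-dose screen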;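 note: plate controls were DMSO wells with enzyme plus substrate for no effect and substrate without enzyme for full effect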
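Test system: LMPTP-A phosphatase enzyme. Amount: LMPTP-A at 0.625 nM final in the reaction. Reagent: OMFP substrate, 400 µM final. Times: 50 min at room temperature. Signal: endpoint fluorescence intensity from OMFP dephosphorylation. Read-out basis: % inhibition. Benchmarks: no-enzyme and uninhibited controls.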
DNMT1 block: DNMT1 (human) enzyme inhibition. DNMT1 molecular beacon, Hinp1I cleavage, fluorescence. P26358. inhibition (reported as % activation of signal), % at 10 µM. AID 588458. 360,000 compounds, 0.83% hits; in the data active = inhibition above about 50%
Target sequence (P26358 504-1616 limits assumed): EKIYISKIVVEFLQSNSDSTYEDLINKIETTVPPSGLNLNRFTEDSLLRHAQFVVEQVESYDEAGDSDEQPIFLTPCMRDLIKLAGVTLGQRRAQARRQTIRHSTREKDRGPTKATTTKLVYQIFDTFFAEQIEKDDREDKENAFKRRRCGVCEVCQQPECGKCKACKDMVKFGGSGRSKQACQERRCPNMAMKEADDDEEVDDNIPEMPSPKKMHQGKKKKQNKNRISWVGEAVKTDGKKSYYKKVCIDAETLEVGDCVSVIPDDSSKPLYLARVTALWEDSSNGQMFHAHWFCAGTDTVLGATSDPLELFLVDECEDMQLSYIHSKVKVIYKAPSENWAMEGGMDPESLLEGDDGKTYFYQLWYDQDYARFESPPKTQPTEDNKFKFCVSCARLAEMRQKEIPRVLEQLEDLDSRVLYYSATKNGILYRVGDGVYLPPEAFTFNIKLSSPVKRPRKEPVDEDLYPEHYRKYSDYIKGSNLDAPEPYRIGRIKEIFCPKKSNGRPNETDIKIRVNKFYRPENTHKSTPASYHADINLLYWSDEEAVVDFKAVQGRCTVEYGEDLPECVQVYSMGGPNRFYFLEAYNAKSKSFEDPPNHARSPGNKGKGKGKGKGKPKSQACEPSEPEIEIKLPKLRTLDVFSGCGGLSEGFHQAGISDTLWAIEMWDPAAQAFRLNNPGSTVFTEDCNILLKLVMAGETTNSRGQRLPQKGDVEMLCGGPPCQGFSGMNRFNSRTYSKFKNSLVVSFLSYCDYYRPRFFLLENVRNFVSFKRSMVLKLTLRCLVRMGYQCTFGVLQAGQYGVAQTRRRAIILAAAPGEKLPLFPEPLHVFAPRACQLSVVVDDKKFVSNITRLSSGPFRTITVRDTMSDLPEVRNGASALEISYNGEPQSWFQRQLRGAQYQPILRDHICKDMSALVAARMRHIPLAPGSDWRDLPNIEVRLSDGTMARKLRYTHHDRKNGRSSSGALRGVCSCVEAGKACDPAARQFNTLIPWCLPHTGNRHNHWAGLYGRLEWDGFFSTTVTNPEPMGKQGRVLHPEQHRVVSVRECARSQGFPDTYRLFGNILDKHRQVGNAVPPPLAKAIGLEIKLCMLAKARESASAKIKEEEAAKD
CSN deneddyl inh: CSN deneddylation inhibition; AID 651999; 360,000 compounds, 0.38% hits; Q92905; inhibition, % at 12.5 µM; Purified CSN, SCF-Nedd8-OG deneddylation, fluorescence polarization;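 active = pattern-corrected inhibition above about 35%, with an unprinted fluorescence ratio check between 0.5 and 1.5, limit read from the data, passing the limit was not always enough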;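 note: 0% = enzyme with substrate and 100% = substrate without enzyme; some results filed as inactive read as strong as hits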
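Assay system: purified human Csn5 enzyme expressed in HEK293T cells; measure: % inhibition; also added: SCFSkp2-Nedd8OG substrate at 10 nM final; technique: fluorescence polarization; times: reaction 90 min, room temperature; medium: Tris buffer pH 7.5, NaCl, DTT, Tween-20, trehalose, ovalbumin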
MsrA inh: inhibits bovine methionine sulfoxide reductase A; inhibition, % at 15.5 µM; purified bovine MsrA, absorbance read-out; 360,000 compounds, 0.75% hits; in the data active = inhibition above about 4.5%;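 note: 0% = vehicle wells with enzyme and 100% = reference inhibitor wells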
An asterisk follows results filed as active; i = inactive; nt = no result given. Outcome played no part in choosing rows. Share with any hit: about 3.9%.

SMILES	STEP inh	NadD inh	Rpn11 inh	Scp1 inh	SUMO1-SIM PPI	Tb MetRS inh	LMPTP inh	DNMT1 block	CSN deneddyl inh	MsrA inh
CC(=O)C1=C(c2ccccc2)NC(=O)NC1c1ccccc1OCC#N (centres undefined)	-4	-5	i	-7	-4	-1.1	-1.7	2	2	1.1
COc1cc(S(=O)(=O)N2CCCCCC2)ccc1Cl	-1	-8	i	-9	-2	-0.8	0.8	2	3	-1.4
O=C(Nc1ccccc1)c1ccc(NCCc2ccccc2)c([N+](=O)[O-])c1	-11	4	nt	-1	-11	-0.8	0.9	26	133	-0.1
Cc1nc(C(F)(F)F)c(C(=O)N/N=C(\N)c2ccccn2)s1	0	-3	i	-13	-3	0.4	-0.4	4	-10	3.7
COCCn1nnnc1SCC(=O)Nc1ccc2c(c1)OCO2	-1	-5	i	-1	0	1.9	-0.7	1	-9	-0.1
Cn1c(=O)[nH]c(=O)c2c1nc(NCCN)n2CCOc1ccccc1	5	4	i	-6	9	-0.4	7.9	-4	-4	0.8
CCC(=O)Nc1ccc(NC(=O)CSc2nc3cc4c(cc3cc2C)CCC4)cc1	4	9	i	6	-4	-0.4	-3.1	34	-1	0.9
CCC(C)Sc1ccc([C@H]2N[C@@](C)(C(=O)OC)[C@H]3C(=O)N(CC)C(=O)[C@@H]23)cc1OC (some centres undefined)	1	-7	i	-5	2	0.2	-1.4	7	-6	0.5
COc1ccc(-n2c(O)c(/C=N/NS(=O)(=O)c3cc(C)ccc3C)c3ccccc3c2=O)cc1OC	-12	12	nt	-14	-16	0.7	2.4	-3	56	-0.1
CC(C)c1ccc(Nc2nnc(SC3CCOC3=O)s2)cc1 (centres undefined)	2	-3	i	-4	3	0.3	0.7	-2	-1	-0.3
O=c1[nH]ncc(N2CCCCCC2)c1Cl	2	-3	i	-6	1	-0.3	-1.6	7	2	0.0
CC(=O)N=C1SC2CS(=O)(=O)CC2N1c1c(Cl)cccc1Cl (centres undefined)	2	7	i	-6	-2	-0.5	0.5	-3	-5	-0.2
COc1cc(-c2nnc(SCC(=O)Nc3ccc4c(c3)OCCO4)o2)cc(OC)c1OC	-1	1	i	-5	4	-0.9	-0.1	3	2	-0.4
CC1(CCc2ccc3c(c2)OCO3)NCCc2c1[nH]c1ccccc21 (centres undefined)	2	-2	i	-7	-3	1.4	-0.4	-1	-2	1.1
COc1cc(Br)cc2cc(C(=O)N3CCN(c4ccccn4)CC3)c(=O)oc12	-2	-2	i	-7	-12	-0.6	-0.2	0	3	0.9
Cc1cccc(C)c1NC(=O)CN(C)C(=O)c1ccc2nc[nH]c2c1	0	1	i	50*	12	0.1	1.3	-1	5	-0.5
COc1ccc(CCN2C(=O)C3C4C=CC(C5CC45)C3C2=O)cc1OC (centres undefined)	-4	-4	i	-6	3	0.1	-0.6	3	2	1.1
Cc1ccc(NC(=O)c2ccc(CNS(=O)(=O)c3cccc(C(F)(F)F)c3)cc2)cc1	-2	0	i	-10	-3	-1.0	-4.7	16	0	0.2
COc1ccccc1/C=C/C(=O)Nc1cccc(C(C)=O)c1	2	-4	i	-3	-5	-0.6	1.7	-1	-3	1.2
CCOc1ccc(CCNC(=O)COC(=O)c2ccc(Cl)nc2)cc1OCC	-4	-5	i	-3	4	-0.4	-2.0	0	3	-0.8
CCN(C(=O)Cc1c(C(=O)O)n(CC)c2ccccc12)c1ccccc1C	-2	-1	i	-10	0	-1.5	-1.8	3	-2	-0.3
O=[N+]([O-])c1cccc(C(=NCc2ccccc2)NO)c1	-2	-3	i	1	-10	0.2	-1.3	-7	-3	1.6
CC(=O)c1cc(C(=O)N2CCCC(C(=O)c3ccc(Cl)cc3)C2)cs1 (centres undefined)	-2	-2	i	-13	0	-0.2	-0.3	3	-4	0.4
CCOc1ccc(/C=C(\C(=O)O)c2ccc(S(=O)(=O)N3CCOCC3)s2)cc1OC	-5	-5	i	36	-10	-0.9	-0.6	15	0	4.1
COc1ccc(CC(N)c2csc(NC(=O)c3ccc(OC)cc3)n2)cc1 (centres undefined)	4	6	i	nt	-22	-0.3	0.7	-12	2	0.1

A run of entries from the list above, for reference:
SMILES	STEP inh	NadD inh	Rpn11 inh	Scp1 inh	SUMO1-SIM PPI	Tb MetRS inh	LMPTP inh	DNMT1 block	CSN deneddyl inh	MsrA inh
CCOc1ccc(CCNC(=O)COC(=O)c2ccc(Cl)nc2)cc1OCC	-4	-5	i	-3	4	-0.4	-2.0	0	3	-0.8
CCN(C(=O)Cc1c(C(=O)O)n(CC)c2ccccc12)c1ccccc1C	-2	-1	i	-10	0	-1.5	-1.8	3	-2	-0.3

Next section:
SMILES	STEP inh	NadD inh	Rpn11 inh	Scp1 inh	SUMO1-SIM PPI	Tb MetRS inh	LMPTP inh	DNMT1 block	CSN deneddyl inh	MsrA inh
COc1ccc(CC(=O)Nc2cc(=O)n(C)c(=O)n2C)cc1	1	4	i	-6	28	0.0	-1.3	3	2	0.2
CCOc1ccc(/C=C(/NC(=O)c2ccccc2Cl)C(=O)O)cc1	3	-5	i	-3	-2	-0.6	-1.2	-2	4	0.7
C=CCn1c(SCC(=O)NCc2cccs2)nnc1C1CCCCC1	-2	-4	i	3	-3	-0.6	-1.8	10	-2	-0.1
CC(C)CC(=O)NC(NC(=S)Nc1ccccc1)C(Cl)(Cl)Cl (centres undefined)	-1	-2	i	6	-2	-1.5	-1.7	3	2	1.0
CC(=O)c1cccc(NC(=O)c2ccc(S(=O)(=O)N3CCCC3)cc2)c1	0	2	i	-4	-1	-0.1	-0.2	0	6	-0.1
O=C(CSc1ncn[nH]1)Nc1ccnc2ccccc12	-3	1	i	-10	6	-0.7	1.0	-3	2	-0.7
CCCCOc1ccc(S(=O)(=O)N2CCN(C)CC2)cc1	-2	-2	i	3	2	-0.3	-1.1	-2	2	0.2
COC(=O)CSc1ccc2c(N)c(C(=O)OC)sc2c1	-1	-3	i	-15	-22	0.1	1.6	-8	-1	2.4
CC1Sc2ccc(S(=O)(=O)CCC(=O)Nc3cc(F)ccc3F)cc2NC1=O (centres undefined)	0	8	i	-3	1	0.6	-0.5	-2	-2	0.3
CCC(C)NC(=O)COc1ccc(Br)c(C)c1 (centres undefined)	2	6	i	-9	2	-0.2	-1.6	4	-3	1.6
COCCCn1c(=O)c2sccc2n(Cc2cccc(F)c2)c1=O	-1	-4	i	-8	-5	-0.4	2.8	7	2	-0.6
Cc1ccc(/C=N/NC(=O)CN2CCN(S(=O)(=O)c3ccc(Br)cc3)CC2)s1	-2	-2	i	-6	-15	-0.2	-0.8	-7	-16	2.5
Cc1ccc(C2NC(=O)c3c(sc(C)c3C)N2)c(O)c1 (centres undefined)	-10	10	i	-8	-6	-0.5	-1.6	7	4	1.3
CC1CCc2nn(CC(=O)NCCN3CCOCC3)cc2C1 (centres undefined)	-2	-4	i	-8	8	0.2	-2.0	1	3	-0.5
Cc1c(NC(=O)COc2cccc(Cl)c2Cl)c(=O)n(-c2ccccc2)n1C	1	-3	i	2	1	-0.1	-2.4	2	5	1.2
C=CCN(N=Nc1cccc([N+](=O)[O-])c1)c1cccc([N+](=O)[O-])c1	0	-1	i	-8	-18	-0.1	2.4	5	1	1.1
O=C(NCCCn1ccnc1)c1nn2c(C(F)(F)F)cc(-c3ccc(Br)cc3)nc2c1Cl	-3	21	i	5	-14	-0.7	-0.7	-7	-1	0.8
CCCc1cc(=O)oc2cc(C)cc(OCC(=O)NCc3ccncc3)c12	-1	-2	i	-5	5	0.0	0.6	3	-1	-0.3
Cc1ccc(NC2CNC(=O)NC2=O)cc1C (centres undefined)	-1	4	i	-2	-4	-0.4	-0.4	5	9	-1.0
COc1ccc2c(c1)OC13CCCCC1C2C(C(=O)c1ccccc1)C(=O)N3 (centres undefined)	2	4	i	3	-1	0.2	-2.8	18	-5	-0.7
COc1ccc(Nc2ccc(S(=O)(=O)N3CCCCC3)cc2[N+](=O)[O-])cc1	2	0	i	-1	-22	-1.1	1.4	4	-2	-0.8
C=C(C)C(=O)Nc1ccc(OC(F)(F)C(F)F)c(NC(=O)C(=C)C)c1	3	-2	i	44	0	-0.9	-0.2	56*	5	-0.4
Cc1cccc(NC(=O)c2cccnc2)c1	-5	5	i	-2	7	-0.6	-1.5	-1	7	-0.2
COc1ccc2[nH]cc(CCN=C3SCC(=O)N3C)c2c1	3	-1	i	1	5	-0.5	0.0	5	-3	-1.1
Cc1ccccc1OCC(=O)NNC(=O)CCN1C(=O)c2ccccc2C1=O	-5	4	i	-9	-4	-0.1	1.6	1	-5	0.7
SMILES	STEP inh	NadD inh	Rpn11 inh	Scp1 inh	SUMO1-SIM PPI	Tb MetRS inh	LMPTP inh	DNMT1 block	CSN deneddyl inh	MsrA inh
O=C(Cc1ccccc1)NC(CSSCC(NC(=O)Cc1ccccc1)C(=O)O)C(=O)O (centres undefined)	2	-2	i	-12	0	0.0	-2.8	5	5	0.0
Cc1cc(-c2ccc(C)c(S(=O)(=O)NC(C)Cc3ccco3)c2)on1 (centres undefined)	-2	-5	i	-6	-2	-0.4	-0.9	1	2	-0.4
O=C(Cc1cccc(NC(=O)C2CCCN(C(=O)c3ccccc3)C2)c1)Nc1cccc(C(=O)N2CCOCC2)c1 (centres undefined)	1	3	i	-12	3	0.5	-1.5	6	-2	1.9
O=C(Nc1ccc2c(c1)OCO2)C(=O)c1c[nH]c2ccccc12	1	-1	i	-5	-1	0.7	3.0	3	9	0.9
N#Cc1c(NC(=O)COC(=O)C2=COCCO2)sc2c1CCCC2	1	-6	i	nt	4	-0.2	0.9	0	3	3.8
COc1ccc(-c2cnc(C(O)c3ccc(OC)c(F)c3)[nH]2)cc1 (centres undefined)	-2	1	i	nt	0	0.0	0.1	-2	1	-0.1
CC(C)(C)NC(=O)N1CCn2cccc2C1c1ccccc1F (centres undefined)	0	-2	i	-18	-3	0.2	-0.2	-7	-1	-0.7
COc1ccc([C@H]2C[C@@H](O)[C@H](n3cc(C4CC4)nn3)CN2C(=O)C2CCCCC2)cc1	-3	6	i	nt	2	-1.2	-1.2	-1	5	0.1

Shown with bars between the fields: entries from further up
SMILES | STEP inh | NadD inh | Rpn11 inh | Scp1 inh | SUMO1-SIM PPI | Tb MetRS inh | LMPTP inh | DNMT1 block | CSN deneddyl inh | MsrA inh
O=C(Cc1ccccc1)NC(CSSCC(NC(=O)Cc1ccccc1)C(=O)O)C(=O)O (centres undefined) | 2 | -2 | i | -12 | 0 | 0.0 | -2.8 | 5 | 5 | 0.0
Cc1cc(-c2ccc(C)c(S(=O)(=O)NC(C)Cc3ccco3)c2)on1 (centres undefined) | -2 | -5 | i | -6 | -2 | -0.4 | -0.9 | 1 | 2 | -0.4

Compound activity: PubChem BioAssay, several laboratories
